MgcRacGAP inhibition = MgcRacGAP GTPase-activating activity inhibitors, confirmation, biochemical, ADP Hunter fluorescence | inhibition, % at 30 µM, or IC50 in µM where a hit was titrated | 340,000 compounds, 0.6% hits | MgcRacGAP-stimulated Rac1 GTP hydrolysis, ADP Hunter fluorescence; higher % means a stronger effect; GST-tagged Rac1 F28L mutant substrate | AID 624330;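 active = first-screen hits whose inhibition reached a set limit at any dose in the follow-up dose series; inconclusive = inhibition above the set first-screen limit but never retested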;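 note: fluorescence reports GDP produced by GAP-driven GTP hydrolysis; strong numbers were not always called active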
K1F lysis inhibition = protection from phage-mediated lysis, alamar blue read-out – E. coli UTI89, K1F phage, bacterial capsule biogenesis inhibitors (AID 488966). E. coli UTI89 K1F phage lysis, alamar blue, 2 h; higher % means a stronger effect. inhibition, % at 100 µM, or IC50 in µM where a hit was titrated. 340,000 compounds, 0.02% hits;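 active = phage lysis inhibition, versus mean bacterial control, above a set limit; inconclusive = no clear call, values can overlap the other calls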;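 note: capsule biogenesis inhibitors block K1F phage lysis so surviving cells raise fluorescence; higher fluorescence means more inhibition of phage lysis; actives were called in the ten point dose series up to 300 µM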
SV40 large T antigen = TAg ATPase/helicase activity blockers – biochemical (AID 1903) | SV40 large T antigen ATPase/helicase inhibition assay; higher % means a stronger effect | inhibition, % at 20 µM; hits with a dose series show IC50 in µM | 310,000 compounds, 0.39% hits; in the data active = a potency from the dose series; inconclusive = inhibition mostly from about 32% at the one dose, without a potency; inactive = the rest, 99 in 100 with inhibition below about 32%; note: strong numbers were not always called active
TNAP activation fold = stimulation of alkaline phosphatase TNAP activity – biochemical, luminescent, no phosphate acceptor, uHTS, primary screen (AID 1001) | purified TNAP, luminescent activation assay, no phosphate acceptor; higher activation fold means a stronger effect | activation fold at 20 µM; hits with a dose series show EC50 in µM | 200,000 compounds, 0.03% hits; in the data active = activation fold from about 3, or a potency from the dose series; inactive = the rest, 99 in 100 with activation fold below about 1.6; note: many of its hits are not listed in these tables
NTR1 ag = agonists of NTR1, primary screen, imaging, U2OS cells, beta-arrestin-GFP, high content (AID 493036) | P30989 | NTR1-U2OS beta-arrestin-GFP spot imaging, agonist mode | 330,000 compounds, 0.17% hits | activation, % at 20 µM;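 active = activation at or above 40% of the spot to cytoplasm intensity ratio, with at least 20 cells analyzed; inconclusive = wells under 20 cells, flagged as cytotoxic or low count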;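 note: 0% = DMSO without peptide and 100% = 100 nM NTR1 peptide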
Target sequence (P30989 whole entry, looked up): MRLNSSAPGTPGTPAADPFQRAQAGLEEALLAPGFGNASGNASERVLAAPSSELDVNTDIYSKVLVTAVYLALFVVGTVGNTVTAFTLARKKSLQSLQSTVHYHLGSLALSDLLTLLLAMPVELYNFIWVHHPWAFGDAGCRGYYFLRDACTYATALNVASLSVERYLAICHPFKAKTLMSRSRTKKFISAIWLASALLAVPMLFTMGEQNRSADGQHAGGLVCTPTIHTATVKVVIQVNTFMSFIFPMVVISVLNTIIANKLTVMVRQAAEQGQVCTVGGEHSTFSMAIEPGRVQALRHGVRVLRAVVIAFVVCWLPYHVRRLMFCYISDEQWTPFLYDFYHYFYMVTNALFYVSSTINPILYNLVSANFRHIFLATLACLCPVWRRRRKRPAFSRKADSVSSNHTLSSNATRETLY
T cell modulator = modulates CD8 T cell binding to vesicles | AID 2052 | calls only at 7 µM | 2C CD8+ T cell-vesicle binding, flow cytometry; stronger effect = lower value | 330,000 compounds, 0.068% hits;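 active = response, share of CD8 T cells binding vesicles, and their 90th percentile fluorescence all below set limits, cut at about 80% in these data, passing the limit was not always enough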
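Also added: QL9-peptide-loaded Drosophila micro-vesicles bearing Ld, ICAM-1 and B7-1; Test system: purified 2C TCR transgenic mouse naive CD8+ T cells; Measured by: cytometric PE anti-B7-1 and Alexa647 anti-CD8 signals after 1% paraformaldehyde fixation; Timing: binding step 1.5 h, 37 °C, antibody labelling 20 min, ice.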
RSV antiviral HEp-2 = RSV antiviral activity via CPE protection, HEp-2 cells, primary 10 µM value included (AID 2391); 310,000 compounds, 0.13% hits; HEp-2 cells, RSV-induced CPE inhibition; higher % means a stronger effect; CPE inhibition, % at 10 µM; hits with a dose series show IC50 in µM; in the data active = a potency from the dose series; inconclusive = CPE inhibition mostly from about 23% at the one dose, without a potency; inactive = the rest, 99 in 100 with CPE inhibition below about 21%; note: strong numbers were not always called active
PhoP inhibition = inhibitors of PhoP regulon expression, primary screen, Salmonella Typhimurium, GFP reporter (AID 1863); S. Typhimurium PhoP-regulated promoter GFP reporter, 4 h; higher % means a stronger effect; 300,000 compounds, 0.16% hits; one-dose inhibition, % at 50 µM; IC50 in µM for titrated hits;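 active = inhibition over 29.93%, a cutoff 3 SD above the screen mean, later confirmed by dose response; inconclusive = inhibition over 29.93% but no dose response follow-up; inactive = inhibition at most 29.93% or unconfirmed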;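 note: 0% = low Mg2+ inducing control and 100% = high Mg2+ repressing control; strong numbers were not always called active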
Myeloid diff 2 = compounds promoting myeloid differentiation; ER-HoxA9 myeloid progenitors, lysozyme-GFP differentiation, flow cytometry; calls only at 10 µM; 360,000 compounds, 1% hits;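 active = normalized GFP-positive differentiation at or above the plate's own cutoff, the solvent-only control mean plus 3 SD; inconclusive = no clear call, values can overlap the other calls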;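 note: cells exposed to compound for four days before flow analysis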
T cell modulator vesicle-bound % = recorded beside T cell modulator, whose call it bears; double positive events, %; measured here: CD8+ vesicle-bound cell fraction;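 binding gate set so that unloaded-vesicle control wells show 10% double positive cells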
NTR1 ag cell count 20 µM = second read-out of NTR1 ag, no call of its own (marks repeat the call); cell count; measured here: cell count, cytotoxicity flag
Myeloid diff 2 GFP+ MAC1+ % = further read-out of Myeloid diff 2, marked with its call; GFP+ MAC1+ double positive, %; measured here: differentiation confirmed by MAC1 staining
* marks the source's active call; other numbers are inactive results; i = inactive; ? = inconclusive; · = not tested or not shown; + = active, no number; [ ] = remark or other dose. No enrichment for hits; about 2.3% have a hit in one of these screens.

SMILES	MgcRacGAP inhibition	K1F lysis inhibition	SV40 large T antigen	TNAP activation fold	NTR1 ag	NTR1 ag cell count 20 µM	T cell modulator	T cell modulator vesicle-bound %	RSV antiviral HEp-2	PhoP inhibition	Myeloid diff 2	Myeloid diff 2 GFP+ MAC1+ %
Cc1nc(-c2ccc(NS(C)(=O)=O)cc2)cs1	-18%	0.3%	0%	1.1	0.0	46	i	48	2.9%	4%	i	0.5
COc1cc(Cl)ccc1OCc1cc(C(=O)N2C[C@]3(C)C[C@H]2CC(C)(C)C3)no1	-2%	-0.3%	9%	·	7.9	54	i	55	10%	-3%	i	6.2
Clc1ccc(/C=C/c2nc3ccccc3[nH]2)c(Cl)c1	5%	1.8%	6%	0.9	0.4	87	i	13	6.3%	-11%	i	0.5
COCCNC(=O)c1onc(CSc2ccc(F)cc2)c1C(=O)NCCOC	-13%	-0.3%	5%	·	-1.6	60	i	24	5.0%	-4%	i	0.9
CC(=O)NC(c1ccccc1)c1cc([N+](=O)[O-])c2cccnc2c1O (centres undefined)	4%	0.5%	6%	1	1.0	66	i	22	-0.6%	5%	i	0.5
Cc1nn(CCOc2ccccc2)c(=O)n1-c1ccccc1F	3%	0.3%	1%	0.9	1.7	55	i	42	0.1%	8%	i	0.6
CCOc1ccccc1Nc1nc(N2CCCC2)nc(N2CCOCC2)n1	5%	-0.9%	-8%	·	7.9	56	·	·	7.8%	·	i	1.6
CCC(OC(=O)C(CC(C)C)NC(=O)c1ccccc1)C(=O)Nc1nnc(C)s1 (centres undefined)	5%	-1.4%	·	·	-0.3	55	i	21	0.5%	·	i	1.5
CC(C)OC(=O)c1cc2c(ccn2C)n1CC(=O)N(Cc1ccccc1)c1ccccc1	4%	0.9%[50 µM]	5%	1	11	35	i	0	?	4%	i	0.6
CCCn1c(O)c(N=NC(=O)CNC(=O)Cc2ccc(OC)cc2)c2ccccc21	7%	0.3%	11%	·	4.7	59	i	63	1.6%	0%	i	0.3
CN(Cc1ccc2c(c1)OCCO2)C(=O)CSc1ncnc2sccc12	5%	0.7%[50 µM]	·	·	0.9	45	i	55	·	·	i	0.3
O=C(Cn1cnc2sc3c(c2c1=O)CCCC3)NCC(=O)Nc1c(F)cccc1F	-16%	-0.1%	10%	·	0.3	61	i	27	·	5%	i	1.3
O=C(c1cccs1)N1CCN=C1SCc1ccccc1F	-17%	0.2%	7%	1.1	0.3	53	i	38	1.3%	6%	i	0.2
O=c1cc(-c2ccco2)nc(SCc2cccc(Cl)c2)[nH]1	-1%	-0.1%	-2%	·	0.2	61	i	9	-0.3%	-1%	i	0.2
CN(C(=O)c1cccc(C#N)c1)c1nnc(-c2ccncc2)s1	9%	1.3%	-5%	1.1	·	·	·	·	·	4%	i	0.2
COCCNC(=O)c1ccc(-n2c(SCc3ccncc3)nc3ccccc3c2=O)cc1	1%	0.1%	12%	1	3.2	76	i	60	-1.8%	-1%	i	0.8
CC(=O)OC1=Cc2c(ccc3ccc(=O)oc23)OC1(C)C	10%	12%	11%	1	-0.4	61	i	38	1.5%	3%	i	0.9
O=C(Nc1cccc2c1C(=O)NC2=O)c1ccccc1[N+](=O)[O-]	9%	0.4%	15%	·	0.1	58	i	8	-0.8%	-10%	i	0.7
COc1ccc([N+](=O)[O-])cc1NC(=O)CCSCCc1ccccn1	10%	4.1%[50 µM]	9%	1	1.9	64	i	58	3.6%	-2%	i	0.5
CC(=O)Oc1ccccc1/C=C/c1ccc2ccccc2[n+]1C	27%	0.1%	8%	·	0.2	64	i	35	2.5%	-5%	i	0.8
COc1ccc(-c2cc(C(F)F)n3ncc(C(=O)N4CCN(C)CC4)c3n2)cc1	11%	9.9%	3%	1.1	0.4	59	i	40	6.8%	7%	i	0.4
COc1ccc(NC(=O)CN(C)C(=O)CNC(=O)C2CCCCC2)cc1	4%	0.1%	20%	·	-0.4	28	i	63	0.7%	1%	i	4.9
O=C(CCC(=O)Nc1ccccc1Cl)N/N=C/c1ccccc1	8%	4.3%	5%	1	-1.1	64	i	26	2.0%	8%	i	0.8
O=C(NCC1CCCO1)c1cc(C(=O)c2ccc(Cl)cc2Cl)c[nH]1 (centres undefined)	-1%	0.0%	32%	1.1	0.2	31	i	27	5.4%	-4%	i	0.6
CC1c2c([nH]c3ccccc23)CCC1C(=O)O (centres undefined)	7%	4.6%	10%	1.1	-1.1	50	i	49	1.8%	-9%	i	0.8
Carrying on:
SMILES	MgcRacGAP inhibition	K1F lysis inhibition	SV40 large T antigen	TNAP activation fold	NTR1 ag	NTR1 ag cell count 20 µM	T cell modulator	T cell modulator vesicle-bound %	RSV antiviral HEp-2	PhoP inhibition	Myeloid diff 2	Myeloid diff 2 GFP+ MAC1+ %
COC(=O)Cc1c(C)nc2nc(-c3ccco3)[nH]n2c1=O	5%	0.6%	3%	1.1	-0.8	34	i	32	3.1%	-16%	i	0.2
CCN(CC)CCCNC(=O)c1ccc(S(=O)(=O)Nc2ccc(C)c(C)c2)cc1	7%	0.6%[50 µM]	·	·	-2.5	67	i	36	-0.3%	·	i	0.6
CC(C)c1ccc(OCCCN2CCCC2)cc1	22%	0.1%	6%	·	-1.3	91	i	29	-0.2%	-4%	i	1.3
CCC(=O)Nc1c2c(nn1-c1ccc(OC)cc1)CS(=O)C2 (centres undefined)	-7%	-1.5%	3%	1.2	-2.0	73	i	34	3.9%	9%	i	6.5
COc1ccc(CNC(=S)Nc2cc(OC)ccc2OC)cc1	4%	-6.2%	5%	1.1	-1.6	33	i	44	4.8%	-13%	i	0.7
Cc1ccnc(NC(=O)c2ccc([N+](=O)[O-])o2)c1	0%	-1.7%	2%	1.1	0.9	81	i	56	-1.3%	-14%	+	2.1*
COc1cc2nc(NC(=O)c3ccco3)sc(=O)c2cc1OC	11%	0.1%	6%	·	-0.9	43	i	36	·	-4%	i	0.5
O=C(Nc1ccc(F)cc1F)N1CCN(C/C=C/c2ccccc2)CC1	11%	0.0%	3%	1.1	0.1	40	i	30	1.0%	8%	i	3.4
CCC(C)[C@H](NC(=O)N1CCn2c1nc1ccccc12)C(=O)NCC1CCCO1 (some centres undefined)	7%	0.1%	-7%	·	1.2	57	i	4	1.9%	-7%	i	2.6
NC(=O)c1cccc(S(=O)(=O)N2CC(c3ccccc3)CC2=O)c1 (centres undefined)	4%	-0.9%	-2%	1.1	-0.7	47	i	61	-0.8%	-3%	i	1.6
Cc1ccc(S(=O)(=O)N2CCOCC2)cc1NC(=O)CNCc1ccccn1	?	-0.4%	4%	·	1.0	46	i	54	0.1%	-1%	i	0.4
COc1ccccc1Nc1nc(N)nc(CN2CCOCC2)n1	9%	0.7%	6%	1.1	-3.4	46	i	46	2.2%	4%	i	1.3
COc1cc(/C=N/NC(=O)CN(Cc2ccccc2)S(=O)(=O)c2ccc3c(c2)OCCO3)ccc1O	75µM*	0.7%[50 µM]	24%	1.4	0.2	68	i	39	19%	3%	i	1.1
CC(NC(N)=O)C(=O)NCC(=O)OCc1ccccc1 (centres undefined)	4%	-0.9%	-6%	1.1	0.2	35	i	29	0.1%	-4%	i	0.2
Cc1ccc(C2=NOC(=O)/C2=C\C=C\c2ccccc2)cc1	7%	0.3%	13%	1.1	·	·	·	·	·	0%	i	0.4
COc1ccc(C(=O)OCC(=O)Nc2ccc(F)c(F)c2)cc1OC	5%	2.3%	3%	1	-2.9	62	i	44	1.3%	-13%	i	0.6
COc1ccc(CC(=O)NCCc2cnc[nH]2)cc1	6%	0.7%[50 µM]	6%	·	2.2	87	i	11	1.1%	5%	i	0.9
CC(C)[C@H](NC(=O)c1ccccc1)C(=O)NC1=NCCS1	-2%	-1.8%	·	·	1.7	49	i	54	·	·	i	0.9
O=C(O)c1ccc2c(c1Sc1ccccc1)C(=O)c1ccccc1C2=O	·	·	3%	·	0.1	99	i	60	1.0%	-4%	·	·
COc1ccc(NC(=O)CCNC(=O)N2CC(=O)Nc3ccccc32)c(OC)c1	-6%	-1.4%	11%	·	-0.7	67	i	20	0.6%	2%	?	·
OC(CNC1CCCCCC1)COc1cccc2ccccc12 (centres undefined)	25%	0.0%	10%	·	5.6	85	i	12	11%	1%	i	0.4
Cn1c(C(=O)O)c(CC(=O)N2CCC(Cc3ccccc3)CC2)c2ccccc21	6%	0.1%	5%	1.1	1.6	60	i	10	0.3%	2%	i	0.2
O=C(CCl)N1CCN(S(=O)(=O)Cc2ccccc2)CC1	4%	0.2%[50 µM]	·	·	-1.4	56	i	32	0.1%	·	i	1.0
Cn1c(SCCC(=O)O)nnc1-c1ccncc1	5%	5.8%	-4%	1.1	-0.5	65	i	43	-0.1%	-2%	i	1.4
Cc1cc(C)cc(Nc2nc3c([nH]2)c(=O)n(C)c(=O)n3C)c1	1%	-0.1%	14%	1.1	4.9	85	i	36	0.4%	5%	i	0.4
CC1CCCCC12NC(=O)N(Cn1nnc3ccccc3c1=O)C2=O (centres undefined)	7%	0.4%	6%	1	0.2	55	i	3	-0.6%	-3%	i	0.7
COc1ccccc1N(CC(=O)NC1CCCCC1)C(=O)CNC(=O)c1cccs1	3%	0.1%	2%	·	-1.0	42	i	9	0.8%	4%	i	0.5
CC(C)c1nc(SCC(=O)NC2CCCC2)c2c(=O)n(C)c(=O)n(C)c2n1	7%	0.0%	8%	·	2.3	60	i	33	6.4%	-2%	i	2.8
CSCC[C@H](NC(=O)COc1ccc(Cl)cc1Cl)c1nc2ccccc2[nH]1	5%	0.1%	16%	1.2	7.1	87	i	15	0.6%	-5%	i	1.3
O=C(CCN1CCN(Cc2ccccc2)CC1)Nc1cccc(Br)c1	·	-0.1%	1%	·	-0.8	48	i	32	-0.9%	11%	i	0.9
